Source: PubChem (The Scripps Research Institute Molecular Screening Center)
SRC3 TRFRET art: TR-FRET detection interference compounds, artefact control for PPARgamma SRC-3 recruitment agonists, biochemical, TR-FRET ratio | actives 0.39% (n = 99,000) | TR-FRET artefact counter-screen, PPARgamma/SRC-3 format; active compounds read high | AID 1048, 2008 | TR-FRET ratio at 8 µM; in the data active = TR-FRET ratio above about 2000; note: inactives centre near 1600
SRC1 TRFRET art: TR-FRET detection interference compounds, primary screen, artefact control for PPARgamma SRC-1 recruitment agonists, biochemical, TR-FRET emission ratio | TR-FRET detection artefact counter-screen; active compounds read high | actives 0.34% (n = 99,000) | TR-FRET ratio at 8 µM; in the data active = TR-FRET ratio above about 2300; note: inactives centre near 1800
* = called active by the depositor.

#	structure	SRC3 TRFRET art	SRC1 TRFRET art
1	Cc1nn(-c2ccc(F)cc2)c(C)c1CN1CCN(Cc2ccccc2)C(CCO)C1 (stereo not drawn)	1603	1683
2	CC(=O)Nc1ccc(C2=NN(C)C(=NCc3ccccc3)SC2)cc1	1560	1576
3	CN1CCN(c2oc(-c3cccs3)nc2S(=O)(=O)c2ccccc2)CC1	1713	1730
4	O=C(CN1C(=O)S/C(=C/c2ccc(N3CCOCC3)cc2)C1=O)N1CCOCC1	1428	1871
5	COc1ccc(CNc2nc(-c3ccccc3)nn2C(=O)c2ccc([N+](=O)[O-])cc2)cc1	1338	1716
6	CC(=O)c1cnc(-c2cccc(Cl)c2)s1	1442	1873
7	O=S(=O)(NC(=S)NC1CCCCC1)c1ccccc1	1673	2009
8	CCCOc1ccc(NC(=O)CC2C(=O)N(CC)C(=S)N2CCCN2CCN(Cc3ccccc3)CC2)cc1 (stereo not drawn)	1605	2002
9	O=C(Cc1cccs1)Nc1cc(SCCO)cc([N+](=O)[O-])c1	1785	1919
10	O=C1c2ccccc2NC(c2ccccc2)N1NS(=O)(=O)c1ccccc1 (stereo not drawn)	1649	1856
11	c1ccc(CCC2CCCCN2Cc2nc(-c3ccc4c(c3)OCO4)no2)nc1 (stereo not drawn)	1728	2129
12	CCN(CC(=O)NC(C)C)C(=O)[C@H](C)NC(=O)c1ccc(Br)cc1	1438	1694
13	O=C(Nc1ccccc1)Nc1cc([N+](=O)[O-])ccc1F	1629	1820
14	Cc1ccc(Oc2nc3ccccn3c(=O)c2/C=C(\C#N)C(=O)Nc2c(C)n(C)n(-c3ccccc3)c2=O)cc1	1685	1649
15	CCn1ccnc1CN1CCN(CCC(C)C)C(CCO)C1 (stereo not drawn)	1716	1544
16	O=c1[nH]c(-c2ccccc2F)nc2c1sc(=S)n2Cc1ccccc1	1727	2086
17	CCN(c1ccc(NC(=O)c2ccc(Cl)nc2)cc1)C(C)C	1630	1917
18	Cn1cccc1/C=C1\SC(=S)N(CC(=O)O)C1=O	1551	1663
19	CCn1cc([C@@H]2C[C@H]3CN(Cc4cccc(Cl)c4)C(=O)[C@]34CCCN24)cn1	1744	1806
20	CC1(NC(=O)NCc2ccco2)CCS(=O)(=O)C1 (stereo not drawn)	1585	1631

Two records picked at random from the list so far:
#	structure	SRC3 TRFRET art	SRC1 TRFRET art
2	CC(=O)Nc1ccc(C2=NN(C)C(=NCc3ccccc3)SC2)cc1	1560	1576
3	CN1CCN(c2oc(-c3cccs3)nc2S(=O)(=O)c2ccccc2)CC1	1713	1730

Back to the main list, starting 5 compounds before the break.
#	structure	SRC3 TRFRET art	SRC1 TRFRET art
16	O=c1[nH]c(-c2ccccc2F)nc2c1sc(=S)n2Cc1ccccc1	1727	2086
17	CCN(c1ccc(NC(=O)c2ccc(Cl)nc2)cc1)C(C)C	1630	1917
18	Cn1cccc1/C=C1\SC(=S)N(CC(=O)O)C1=O	1551	1663
19	CCn1cc([C@@H]2C[C@H]3CN(Cc4cccc(Cl)c4)C(=O)[C@]34CCCN24)cn1	1744	1806
20	CC1(NC(=O)NCc2ccco2)CCS(=O)(=O)C1 (stereo not drawn)	1585	1631
21	CC(=O)N1C(C)(C)CC(=NOC(=O)c2ccccc2)CC1(C)C	1637	1915
22	Clc1ccc(-c2nnc(-c3ccccc3)nc2-c2c[nH]c3ccccc23)cc1	1617	1895
23	CCCOc1ccc(NC(=O)OC2CCN(C)CC2)cc1	1370	1563
24	O=C(CCNC(=O)c1ccccc1Cl)Nc1ccc(Cl)c(C(F)(F)F)c1	1711	1640
25	NC(=O)COC(=O)c1ccc(C(=O)C(=O)c2ccccc2)cc1	1446	1696
26	COc1ccc(C(=O)ON=C2CCN(C)CC2)cc1	1266	1573
27	CCOCCCNCc1ccc(OCc2ccc(F)cc2)c(OC)c1	1568	1391
28	O=C(Nc1cccc(C(F)(F)F)c1)c1ccc(-n2cncn2)nc1	1555	1837
29	CC1CN(Cc2ccccn2)CCC1=O (stereo not drawn)	1513	1984
30	Cc1ccccc1OCCNc1cc(N2CC(C)NC(C)C2)ccc1[N+](=O)[O-] (stereo not drawn)	1574	1944
31	CC(C)N(Cc1ccccc1)C(=S)NCCN1CCOCC1	1677	1754
32	Cc1cc(N/N=C/c2ccc([N+](=O)[O-])o2)nc2ccccc12	2083*	1831
33	Cc1ccc(S(=O)(=O)NC(=O)NCCc2ccccc2)cc1	1524	1749
34	O=C(Nc1c(-c2ccccc2)nc2ccc(Cl)cn12)c1cccs1	1516	1914
35	COc1ccc(-c2csc(NC(=O)c3ccccc3C(=O)O)n2)cc1	1528	1673
36	Cc1ccc(F)cc1NC(=O)c1cnccn1	1752	1673
37	C=CCn1c(-c2cccc(OC)c2OC)n[nH]c1=S	1817	1688
38	N/C(=N\c1nc(CSc2nnnn2-c2ccccc2)cc(=O)[nH]1)Nc1ccccc1	1598	2147
39	Cc1cc(C)c(S(=O)(=O)Nc2cccc(S(=O)(=O)NC3=NCCC3)c2)c(C)c1	1487	1942
40	N#CCCN(C(=O)CCl)c1cccc(Cl)c1	1613	1974

Continuation.
#	structure	SRC3 TRFRET art	SRC1 TRFRET art
41	CCOC(=O)Cn1nc(C)cc1NC(=O)c1ccncc1	1651	1987
42	CCOC(=O)c1[nH]c(C)c(CC(C)C)c1C	1377	1775
43	COc1cccc(CNC(=O)CCC2CCCN(C(=O)c3cscn3)C2)c1 (stereo not drawn)	1563	1645
44	Oc1ccc(Nc2nnc(-c3ccc(O)cc3)c3ccccc23)cc1	1786	1956
45	COc1ccccc1-n1c(-c2ccc(Cl)cc2)c[nH]c1=S	1567	1652
46	O=C(CSc1nnc(-c2ccccc2Br)o1)N1CCc2ccccc2C1	1688	1630
47	O=C(O)CCCn1cc(NC(=O)c2ccco2)cn1	1817	1934
48	Cn1c(=O)oc2cc(S(=O)(=O)NCCC(=O)NC3CCCC3)ccc21	1673	1911
49	CCNC(=S)N1CCN(CCNC2=CC(=O)CC(C)(C)C2)CC1	1569	1805
50	C=CCn1c(=NC(=O)C2COc3ccccc3O2)sc2cc(S(N)(=O)=O)ccc21 (stereo not drawn)	1459	1811
51	COCC(=O)Oc1c(Sc2ccccc2[N+](=O)[O-])c(C)nn1C(C)(C)C	1401	1724
52	O=C(c1cccc(NS(=O)(=O)c2cccc(F)c2)c1)N1CCN(c2ccccc2)CC1	1652	1945
53	CCOCCCNC(=O)C(c1ccccc1)N(Cc1cccs1)C(=O)CNC(=O)c1ccccc1 (stereo not drawn)	1513	1555
54	O=C(NC(Cc1c[nH]c2ccccc12)C(=O)O)c1cccs1 (stereo not drawn)	1444	1761
55	COc1ccccc1OCc1ccc(C(=O)N/N=C/c2ccco2)cc1	1447	1720
56	COc1ccc(C2C(C(=O)Nc3ccc(OC)c(OC)c3)c3ccccc3C(=O)N2C)cc1 (stereo not drawn)	1500	1504
57	CS(=O)(=O)N1CCC(Oc2ccccc2C(=O)N2CCN(CC3CC3)CC2)CC1	1439	1681
58	CC(=O)Nc1c(Nc2ccccc2)c2ccccc2oc1=O	1520	1735
59	Cc1ccc(Nc2ccc(S(=O)(=O)N3CCOCC3)cc2[N+](=O)[O-])cc1C	1623	1996
60	O=C(COC(=O)CCC(=O)c1cccs1)NCc1ccccc1	1680	1873

(next part)
#	structure	SRC3 TRFRET art	SRC1 TRFRET art
61	CCC1CCCCN1C(=S)Nc1ccc(C(C)=O)cc1 (stereo not drawn)	1478	1804
62	CCOc1ccc(S(=O)(=O)N2CCN(c3ccccc3F)CC2)c2cccnc12	1582	1765
63	CCN(CC)S(=O)(=O)c1ccc(Cl)c(NC(=O)COc2ccc(OC)cc2[N+](=O)[O-])c1	1667	1496
64	O=C1CCCC/C1=C/Nc1cccc(C(F)(F)F)c1	1588	1830
65	COc1ccc(OC)c(/C=N/NC(=O)CCN2CCN(C(c3ccccc3)c3ccccc3)CC2)c1	1614	1853
66	COCCn1c(-c2ccccc2)nc2c(c(=O)c3ccccc3n2C)c1=O	1581	1598
67	CCCNC(=O)OC[C@H]1O[C@H](CCO/N=C/[C@@H](OC)[C@H](C)/C=C/CC(=O)OC)C=C[C@@H]1Oc1ccc(OC)cc1	1322	1617
68	Cc1ccc(OCC(=O)NC(=S)Nc2cccc(NC(=O)c3ccc(Cl)cc3Cl)c2)cc1	1371	1965
69	CC(C)[C@H](NC(=O)c1ccccc1F)C(=O)Nc1nc2c(s1)CCCC2	1410	1630
70	Cc1cc(C)n(-c2c(C)[nH]c3ccccc23)n1	1712	1905
71	Cc1nc2c(cc1C(=O)N/N=C/c1ccc([N+](=O)[O-])cc1)c(=O)n(C)c(=O)n2C	1545	1890
72	O=C(CSc1nnc(-c2cccnc2)s1)Nc1ccc(C(=O)O)cc1	1783	2170
73	CC(NC(=O)/C=C/c1ccco1)c1nc2ccccc2n1Cc1cccc(Cl)c1 (stereo not drawn)	1595	1983
74	CCOc1ccc(NC(=O)C(=O)N/N=C\c2ccc(CNS(=O)(=O)c3ccccc3)o2)cc1	1595	1861
75	Cc1ccc(-c2nc(N)s[n+]2-c2ccccc2)cc1	1676	1744
76	CCOc1ccc(C(=O)OCn2nnc3ccccc3c2=O)cc1OC	1573	1867
77	Cc1cc(C)nc(NS(=O)(=O)c2ccc(NC(=S)NC(=O)c3ccco3)cc2)n1	1394	1678
78	COc1cccc([C@@H]2Oc3ccc(OC)cc3C(=O)[C@H]2OC(=O)Nc2cc(OC)c(OC)c(OC)c2)c1	1526	1771
79	N#Cc1ccc(CSCC(=O)NN=C2CCCC2)cc1	1576	1764
80	Cc1ccc(/C(O)=C2\C(=O)C(=O)N(CCN(C)C)C2c2ccccc2F)cc1 (stereo not drawn)	1451	1825

Down the list, from the results shown:
Entries 70 to 79 in SRC3 TRFRET art, in turn: 1712, 1545, 1783, 1595, 1595, 1676, 1573, 1394, 1526, 1576

(next part)
#	structure	SRC3 TRFRET art	SRC1 TRFRET art
81	CCc1c(O)nc(SCC(=O)N(CC)CC)[nH]c1=O	1447	2088
82	CSc1ccccc1Sc1cc(C(=O)O)c2ccccc2n1	1630	1907
83	O=C(Cc1c(Cl)cccc1Cl)OCC(=O)N1CCN(C(=O)c2ccco2)CC1	1602	1736
84	O=C(N/N=C/c1cccc([N+](=O)[O-])c1)c1cnccn1	1339	1744
85	O=c1c2ccccc2n(Cc2ccc(Cl)cc2)c(=O)n1Cc1ccco1	1410	1942
86	Cc1cc(Cl)ccc1OCC(=O)NCCCCc1ccccc1	1458	1816
87	COc1ccccc1NC(=S)N1CC(C)OC(C)C1 (stereo not drawn)	1380	1689
88	C/C=C/c1ccc(OCC(O)CN2CCCCC2CC)c(OC)c1 (stereo not drawn)	1562	1985
89	COC(=O)c1cc(Cl)c(NC(=O)C(C)C)cc1OC	1575	1864
90	COc1ccccc1CNC(=O)CSc1ccc(-c2cccs2)nn1	1784	1805
91	O=C1C(=O)N(O)C2CCCCC2N1O (stereo not drawn)	1639	1752
92	Cc1ncc(C[n+]2csc(CCOC(=O)CC34CC5CC(CC(C5)C3)C4)c2C)c(N)n1	1628	2005
93	O=C(CNCCO)Nc1ccc(F)c(Cl)c1	1693	2035
94	Cc1ccccc1Nc1nnc(SCC(=O)NC2CCCc3ccccc32)s1 (stereo not drawn)	1318	1868
95	C=C(C)[C@@H]1CCC2(C(=O)O)CC[C@]3(C)[C@H](CC[C@@H]4[C@@]5(C)CCC(=O)C(C)(C)[C@@H]5CC[C@]43C)[C@@H]12 (stereo partly drawn)	1453	1907
96	COc1cc(Cl)c(C)cc1NC(=O)COc1cc(C)nc(C(C)C)n1	1585	2024
97	O=[N+]([O-])c1ccc(-c2csc(Nc3ccccc3)[n+]2Cc2ccccc2)cc1	1512	1568
98	CCOc1ccc(N(C(=O)c2cc3ccccc3oc2=O)C2C=CS(=O)(=O)C2)cc1 (stereo not drawn)	1629	1909
99	Oc1ccc(Cl)cc1C=Nc1ccc2c3c(cccc13)CC2	1886	2081
100	O=C1C2C3C=CC(C4CC34)C2C(=O)N1Cc1ccco1 (stereo not drawn)	1561	1877

Other records
#	structure	SRC3 TRFRET art	SRC1 TRFRET art
101	COc1ccccc1C(=O)/C=C/c1ccc(N2CCCCC2)c([N+](=O)[O-])c1	1612	1710
102	Cc1nc2ccccn2c1C(=O)OCC#N	1574	1613
103	C=CCc1ccccc1OCCCCN1CCCC1	1769	1557
104	Cn1c(Cn2c(=O)sc3ccccc32)nnc1SCC(=O)NCc1ccc(F)cc1	1684	1861
105	Cc1ccc(Nc2nc(NCC3CCCO3)nc(N)c2[N+](=O)[O-])cc1 (stereo not drawn)	1503	1765
106	Cc1cc2oc(C(=O)Nc3c(C)n(C)n(-c4ccccc4)c3=O)c(C)c2cc1Cl	1481	1750
107	CC1CCc2sc(C(=O)NN)cc2C1 (stereo not drawn)	1417	1822
108	COC(=O)c1sc2nc(SCc3cccc(Cl)c3)n(N)c(=O)c2c1C	1543	1659
109	CC(=O)Nc1ccc(N=Nc2ccc(O)cc2)cc1	1576	1766
110	Cc1cccc(NC(=O)N2CCN(Cc3ccc(Cl)cc3)CC2)c1	1848	1921
111	CO/N=C/c1ccc(Oc2ccc([N+](=O)[O-])cc2[N+](=O)[O-])c(OC)c1	1536	1706
112	COc1cc(C(=O)Nc2cccc(C(C)=O)c2)cc(OC)c1OC	1512	1688
113	COc1cccc(NC(=O)CSc2nnc(Cn3cnc([N+](=O)[O-])n3)n2C)c1	1656	1763
114	CCOC(=O)C(C)Sc1nnc2n1C(C)(C)Cc1ccccc1-2 (stereo not drawn)	1434	1871
115	COc1ccc(OC)c(CC(NC(C)=O)C(=O)NC2CCN(c3cc(C)nc4ncnn34)CC2)c1 (stereo not drawn)	1365	1773
116	Cc1ccc(C(=O)O/N=C(\N)c2nonc2N)cc1	1681	2067
117	COc1c(Cl)ccc(Cl)c1C(=O)NC(=S)N1CCOCC1	1580	1670
118	O=C(CCSc1ccccn1)Nc1ccc(Br)cc1	1615	1935
119	CCOC(=O)c1ccc(NC(=O)Oc2ccccc2)cc1	1579	1754

A portion of the library; the hit share may differ from the screen's.
